hcDAF-12 act – H. contortus DAF-12 nuclear receptor activators, primary screen, cell-based, luminescence, HEK293, lit1-tk-luc reporter; HEK293 hcDAF-12 lit1-tk-luc reporter; 0% DMSO, 100% Δ7-dafachronic acid; activation, % at 6.8 µM; actives 1.4% (n = 370,000); AID 652067, 2013;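 active = activation above the mean of all tested compounds plus 3 SD, cut at about 5.5% in these data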;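 also: 100% = response to 3 µM Δ7-dafachronic acid high control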
sPLA2-III inh – human group III sPLA2 inhibitors, primary screen, biochemical, QFRET, BODIPY PC-A2 liposome substrate; QFRET BODIPY PC-A2 liposome hydrolysis, fluorescence; inhibition, % at 12.2 µM; actives 0.56% (n = 370,000); AID 743126, 2013;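 active = inhibition above mean plus 3 SD of compounds lying within the high and low control bounds, cut at about 19% in these data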;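 also: 0% = median of test compound wells and 100% = no enzyme DMSO wells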
hgDAF-12 ag – H. glycines DAF-12 receptor agonists, primary screen, cell-based, luminescence, HEK293, GAL4 fusion, UAS-luciferase; Nuclear hormone receptor DAF-12 (Heterodera glycines), GAL4 fusion; activation, % at 6.8 µM; actives 1.8% (n = 370,000); HEK293 GAL4-hgDAF12 UAS-luciferase reporter, agonist luminescence; normalized to butyrate control;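 active = activation above a cutoff set at the mean of all screened compounds plus 3 SD, cut at about 10% in these data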;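 also: 0% = DMSO wells and 100% = sodium butyrate wells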
SMARCA2 act – SMARCA2 (BRM) function activators, primary screen, cell-based, luminescence, high throughput; MG213 cells, MMTV-luciferase reporter, dexamethasone, overnight; activation, % at 9.1 µM; actives 1% (n = 370,000); in the data active = activation above about 7.8%;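 also: 0% = vehicle wells and 100% = reference activator wells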
DAX1 inh-1 – DAX1 (NR0B1) inhibitors, primary screen, cell-based, HEK293, Gal4-DAX1, luciferase luminescence. AID 504766, 2011. actives 0.99% (n = 340,000). Nuclear receptor subfamily 0 group B member 1 (Homo sapiens), P51843. inhibition, % at 6.75 µM. HEK293 Gal4-DAX1 luciferase reporter;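 active = inhibition above the mean over all tested compounds plus 3 SD, cut at about 4.2% in these data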;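 also: 0% = DAX1-transfected cells with DMSO and 100% = empty-vector control cells with DMSO; inhibition shows as a rise in luminescence from relieved DAX1 repression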
Target sequence (P51843 207-470 limits assumed): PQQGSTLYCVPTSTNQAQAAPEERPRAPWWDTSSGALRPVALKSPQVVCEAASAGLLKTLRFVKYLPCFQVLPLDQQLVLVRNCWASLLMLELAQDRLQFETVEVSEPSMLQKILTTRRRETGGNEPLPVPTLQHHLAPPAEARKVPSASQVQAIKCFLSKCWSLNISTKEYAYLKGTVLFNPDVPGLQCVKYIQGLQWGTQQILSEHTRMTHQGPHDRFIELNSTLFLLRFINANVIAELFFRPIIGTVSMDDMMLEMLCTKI
ssDAF12 agonist – S. stercoralis DAF-12 nuclear receptor activators, primary screen, cell-based, luminescence, HEK293, GRIP1 co-expression, lit1-tk-luc; Nuclear hormone receptor DAF-12 (Strongyloides stercoralis); HEK293 ssDAF-12/GRIP1 lit1-tk-luc reporter; % of 3 µM dafachronic acid response; activation, % at 6.8 µM; actives 1% (n = 370,000);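 active = activation above the mean over all tested compounds plus 3 SD, cut at about 0.9% in these data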;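 also: 0% = DMSO-only wells and 100% = 3 µM delta7-dafachronic acid wells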
GC-B act – human GC-B receptor activators, primary screen, HEK293 GC-B cells, cGMP TR-FRET, EC30 CNP | actives 0.11% (n = 370,000) | 0% at EC30 CNP, 100% saturating CNP | Atrial natriuretic peptide receptor 2 (Homo sapiens), P20594 | activation, % at 10 µM;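 active = activation at 10 µM reaching about 35% in either raw or pattern-adjusted values, limit read from the data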
ADAM10 inh – human ADAM10 inhibitors, primary screen, biochemical, QFRET, HTS; recombinant ADAM10, EDANS/DABCYL FRET peptide cleavage, 3 h; actives 0.62% (n = 370,000); inhibition, % at 7 µM; Disintegrin and metalloproteinase domain-containing protein 10 (Homo sapiens), O14672;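 active = inhibition above a per-campaign cutoff equal to the mean of compounds falling between control-based bounds plus 3 SD, cut at about 20% in these data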;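 also: 0% = DMSO wells while the 100% control is not disclosed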
Target sequence (O14672 214-748 limits assumed): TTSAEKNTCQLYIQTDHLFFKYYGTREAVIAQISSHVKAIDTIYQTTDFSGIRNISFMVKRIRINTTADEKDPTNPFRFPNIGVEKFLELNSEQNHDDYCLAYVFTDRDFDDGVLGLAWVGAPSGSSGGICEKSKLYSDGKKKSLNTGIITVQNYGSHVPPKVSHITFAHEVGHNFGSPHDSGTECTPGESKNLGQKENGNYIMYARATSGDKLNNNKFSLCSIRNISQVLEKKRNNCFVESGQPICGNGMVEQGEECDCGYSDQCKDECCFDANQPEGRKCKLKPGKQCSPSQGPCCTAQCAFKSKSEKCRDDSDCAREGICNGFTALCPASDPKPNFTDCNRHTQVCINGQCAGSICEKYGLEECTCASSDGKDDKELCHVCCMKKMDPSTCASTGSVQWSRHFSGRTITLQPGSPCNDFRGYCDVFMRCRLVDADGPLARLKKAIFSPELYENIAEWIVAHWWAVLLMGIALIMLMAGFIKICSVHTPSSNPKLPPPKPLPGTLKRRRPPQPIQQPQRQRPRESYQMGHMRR
NPR1 activator – GC-A stimulated cGMP production enhancers – HEK293 GC-A cells, cGMP TR-FRET, EC30 ANP, primary screen; 0% at EC30 ANP, 100% saturating ANP; activation, % at 10 µM; actives 0.14% (n = 370,000); in the data active = activation above about 40%
GAA850 FXN act – FXN promoter activators, primary screen, cell-based, luciferase luminescence, HEK293 lucGAA850. activation, % at 6 µM. actives 0.56% (n = 360,000). AID 540364, 2011. HEK293 lucGAA850 FXN promoter luciferase reporter, 24 h; percent of 10 µM SAHA response;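 active = activation above the average of all compounds screened plus 3 SD, cutoff fixed separately per campaign, cut at about 7.5% in these data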;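 also: 0% = DMSO wells and 100% = 10 µM SAHA wells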
DAX1 inh-2 – DAX1 (NR0B1) inhibitors on StAR promoter, primary screen, cell-based, luminescence, SF-1 (NR5A1), full-length DAX-1; HEK293T StAR-luciferase reporter, SF-1/DAX-1 repression relief; inhibition, % at 6.8 µM; actives 1.1% (n = 370,000); AID 652010, 2013;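 active = inhibition above the mean over all tested compounds plus 3 SD, cut at about 3.6% in these data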;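 also: 0% = DAX-1 cells with DMSO and 100% = cells lacking DAX-1 with DMSO; higher inhibition means more luminescence from relief of DAX-1 repression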
* = called active by the depositor; i = inactive; . = not tested or not shown. Compounds were not picked by outcome. Share with any hit: about 6.6%.

cpd	structure	hcDAF-12 act	sPLA2-III inh	hgDAF-12 ag	SMARCA2 act	DAX1 inh-1	ssDAF12 agonist	GC-B act	ADAM10 inh	NPR1 activator	GAA850 FXN act	DAX1 inh-2
1	CC(=O)OC[C@@H]1CN(Cc2ccccc2)C[C@H](n2cnc3c(N4CCN(c5ccccc5)CC4)ncnc32)O1	-0.1	-22	-1.4	-2	.	-2.1	3	3	0	-1.0	-1.9
2	O=C(/C=C/c1ccco1)Nc1cc(Cl)ccc1C(=O)O	-1.2	-3	1.4	-4	-0.8	-1.0	0	-1	-6	1.9	-0.3
3	Cc1cccc(NC(=O)CSC2=NN3CCCC(=O)N=C3S2)c1C	0.3	-6	0.6	-1	-0.2	-1.1	9	-6	1	-0.9	-2.8
4	CCOC(=O)C1=C(C)N=C2SCCC(=O)N2C1c1cccs1 (stereo unspecified)	0.0	-2	-1.2	1	0.0	-0.5	-3	0	-5	-1.1	-0.7
5	O=C(NCc1cccnc1)C1c2ccccc2C(=O)N1C1CCCC1 (stereo unspecified)	-1.5	1	-1.0	-3	0.2	-0.8	3	-17	-3	-1.9	-0.5
6	CCSc1ncccc1C(=O)N[C@@H](CCSC)C(=O)OC	-0.1	2	0.1	-3	.	-1.6	2	-2	5	0.1	0.5
7	NC(=O)CN(c1ccc(Cl)cc1)S(=O)(=O)c1ccccc1	-4.2	-2	-2.9	-1	-0.6	-0.7	-3	4	-1	0.5	0.5
8	CC(=O)CC1(OC(C)=O)C(=O)N(C)c2ccccc21 (stereo unspecified)	-0.4	4	0.0	0	-0.4	-0.4	-9	10	0	-0.9	0.2
9	O=C1CCCc2c1[nH]c1ccccc21	2.5	-1	1.9	1	-0.1	-0.1	.	6	.	1.5	0.1
10	C=CCOC(=O)Nc1nc(CCNC(=O)OC(C)(C)C)c(C(=O)OC)s1	-1.7	-5	-2.1	1	.	-1.2	2	-15	-4	.	-0.7
11	Clc1ccccc1-c1nnc2sc(-c3cccs3)nn12	0.5	-6	2.6	-4	-0.4	-0.7	-2	-4	5	1.9	-1.7
12	COc1ccc(NC(C#N)c2ccc(OC)cc2)cc1 (stereo unspecified)	0.4	0	-0.9	1	1.0	-1.0	1	-2	-4	2.3	0.1
13	O=C(O)c1ccc(CSc2nnc(-c3ccco3)n2-c2ccccc2)cc1	-1.0	2	-1.9	-1	0.1	-1.1	-1	-3	3	0.9	-0.2
14	CC(C)CC(C(=O)NC(C)(C)C)N(Cc1ccccc1Cl)C(=O)c1snc(C(N)=O)c1N (stereo unspecified)	-0.5	7	-0.3	-2	1.4	-1.9	-13	2	-24	3.1	0.0
15	N#Cc1c(N)n(-c2ccc(C(=O)O)cc2)c2nc3ccccc3nc12	1.2	7	-0.2	-1	-0.6	-1.8	-4	i	2	-0.1	-0.6
16	COC[C@H]1CCCN1c1cccc2c1S(=O)(=O)N(C1CC1)CCCO2	-2.4	-2	-0.5	-2	.	-0.8	0	-10	1	.	-0.9
17	Cc1ccc(-c2csc(N=C(N)N)n2)cc1	-0.1	10	1.2	1	2.1	-0.9	-7	-4	2	3.5	0.2
18	Cn1c(SCC(=O)Nc2cccc3ccccc23)nc(O)cc1=O	1.1	-15	0.2	2	-1.7	-0.5	5	-4	-1	-0.3	0.3
19	O=C1CC(c2ccc(S(=O)(=O)NCCOc3ccccc3)cc2)CN1 (stereo unspecified)	-2.6	3	-1.0	-5	0.4	-1.4	1	2	2	2.1	0.2
20	Nc1c(NCc2ccccc2F)c(=O)[nH]c(=O)n1Cc1ccccc1	-1.9	-5	-1.5	1	3.1	-1.6	-8	-54	6	-0.4	0.4
21	CC(C)(C)c1[nH]nc2c1C(c1ccncc1)C(C#N)=C(N)O2 (stereo unspecified)	-2.2	2	-4.7	-2	0.9	-1.1	5	-7	-3	0.2	0.5
22	CC(C)c1cccc(-c2csc(C(C)(O)c3ccc(F)c(F)c3)n2)c1 (stereo unspecified)	-0.5	-6	1.2	-3	.	-1.5	-3	0	0	0.0	0.2
23	Cc1nn(-c2ccccc2)c(Cl)c1C(=O)NCC(=O)O	-0.6	-2	-0.2	0	0.3	-1.1	0	-4	7	-0.1	0.6
24	Cc1cc(C)cc(Cn2cc(CN3CC(N(C)C)CS3(=O)=O)nn2)c1 (stereo unspecified)	-1.4	-1	-3.0	-2	.	-0.4	-2	-9	-4	.	-1.6
25	Cc1ccc(NC(=O)CC2S/C(=N/N=C/C=C/c3ccccc3)NC2=O)cc1Cl (stereo unspecified)	1.8	11	-0.2	-1	-0.7	-1.1	-2	-4	-10	2.8	0.2
26	CC1CCN(c2nc3c(c(=O)[nH]c(=O)n3C)n2CCSc2ncccn2)CC1	-0.9	8	-2.9	-4	1.6	-1.1	-2	-7	1	0.1	0.7
27	CCOC(=O)C1CCCN(C(=O)c2cn(-c3ccccc3)nc2-c2cccnc2)C1 (stereo unspecified)	0.2	3	-0.1	-1	0.8	-0.8	3	-17	-1	0.2	-1.7
28	O=C(CSc1nnc(SCc2ccccc2)s1)N/N=C/c1c(Cl)cccc1Cl	2.2	4	2.8	-2	0.6	-0.9	13	5	-4	2.9	-0.7
29	Cc1ccc(N2C(=O)C3N=NN(CC(=O)N4N=C(c5cccc6ccccc56)CC4c4ccccc4)C3C2=O)cc1 (stereo unspecified)	1.2	-11	-0.5	-3	-0.7	-0.2	5	-86	1	-2.1	0.9
30	CC(=O)N/C(=C\c1ccccc1)C(=O)OCC(=O)c1ccccc1	0.2	5	-0.5	-2	-0.6	-1.5	-1	-5	7	1.7	-0.7
31	CC(C)(C)c1ccc(S(=O)(=O)N2CCCC2C(=O)N2CCN(c3ccccc3)CC2)cc1 (stereo unspecified)	-3.8	-1	-0.1	-8	.	-0.5	-1	-11	2	.	-1.0
32	O=C(COC(=O)c1c(F)cccc1F)Nc1ccc2[nH]c(=O)[nH]c2c1	1.5	7	-1.7	0	0.3	-0.9	4	-10	0	1.2	-0.5
33	Cc1cccc(OCC(=O)NC2CC(C)(C)NC(C)(C)C2)c1	-0.2	-3	0.7	6	-1.8	-1.1	0	2	1	2.1	0.0
34	COc1ccccc1C(=O)N1CCC2CCN(C(=O)OC(C)(C)C)C2C1 (stereo unspecified)	-0.8	10	1.7	-6	.	-0.3	2	2	2	.	-2.0
35	CCN1C(=O)/C(=C/N(C)C)c2ccccc21	-0.5	6	-0.5	-3	0.4	-1.5	3	-20	1	-1.9	0.0
36	CC(C)(CNC(=O)c1cccc(S(=O)(=O)N2CCCCC2)c1)N1CCOCC1	1.2	9	1.4	-4	-1.3	-1.1	4	-10	-4	-0.5	-0.4
37	COc1ccc(C2C(C#N)=C(N)Nc3nc4ccccc4n32)cc1 (stereo unspecified)	-0.5	8	-0.6	6	0.2	-1.2	-1	-10	10	4.7	1.3
38	COc1ccc(NC(=O)CN(c2ccc(Cl)cc2)S(C)(=O)=O)cc1OC	-1.4	-5	0.8	-1	0.3	-1.1	-4	0	0	0.0	-0.2
39	Cn1c(/N=C/c2c(O)ccc3ccccc23)nc2ccccc21	0.0	-6	-2.6	2	-0.4	1.3*	-6	-51	5	-3.4	-1.4
40	Cc1ccc(NC(=O)C2CCC2)cc1S(=O)(=O)N1CCCCCC1	-1.4	0	-4.4	-4	-1.0	-1.4	-1	-1	3	-0.7	-2.9
41	CC(=O)N(Cc1ccccc1)C(CC(=O)NCc1ccccc1)C(=O)O (stereo unspecified)	-1.4	4	-1.1	1	1.5	-1.2	-3	-11	2	1.3	-0.7
42	N#Cc1ccc(OCC(=O)NC(=O)NC2CCS(=O)(=O)C2)cc1 (stereo unspecified)	-1.0	-1	0.1	1	1.4	-0.7	-2	-7	-1	0.9	1.2
43	CCOC(=O)Cn1c(=O)sc2ccccc21	0.0	2	0.6	-1	0.2	-1.4	-3	-1	3	1.2	0.2
44	CC1=C(C(=O)N2CCOCC2)CC(CC(=O)NC2CCCCC2)C(=O)N1CCCN1CCCC1=O (stereo unspecified)	-1.0	8	0.3	5	1.1	-0.3	-2	6	5	-0.6	0.2
45	CCn1c(COc2ccc(Cl)cc2)nnc1SCC(=O)Nc1ccc(Oc2ccccc2)cc1	-1.7	1	0.3	-5	.	-1.3	-6	-5	-2	.	-0.1
46	OC(COC(c1ccccc1)c1ccccc1)CN1CCCCC1 (stereo unspecified)	0.0	2	-2.1	1	-0.2	-1.0	-6	5	-12	0.8	0.4
